APJ antag – blocks the human apelin receptor APJ. P35414. CHO-K1 APJ beta-arrestin complementation, luminescence. inhibition, % at 20 µM. 330,000 compounds, 0.32% hits. AID 2521;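 active = inhibition above about 40% at 20 µM, limit read from the data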;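 note: cells challenged with 10 nM apelin-13 agonist together with compound; plate controls were apelin-13 plus DMSO wells for no effect and DMSO wells lacking apelin-13 for full effect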
UBC13 inh – inhibitors of human UBC13 polyubiquitin chain formation | 330,000 compounds, 0.47% hits | AID 485273 | TR-FRET | inhibition, % at 20 µM | P61088; in the data active = inhibition above about 45%, passing the limit was not always enough; inconclusive = no clear call, values can overlap the other calls
Target sequence (P61088 whole entry, looked up): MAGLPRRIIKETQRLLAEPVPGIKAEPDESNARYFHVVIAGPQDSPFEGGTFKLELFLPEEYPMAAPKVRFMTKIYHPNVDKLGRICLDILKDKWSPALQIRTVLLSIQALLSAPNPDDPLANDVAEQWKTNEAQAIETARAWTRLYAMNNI
CXCR6 inh – blocks human CXCR6 beta-arrestin recruitment; 360,000 compounds, 0.36% hits; CHO-K1 PathHunter CXCR6 beta-arrestin, luminescence; inhibition, % at 20 µM; O00574; in the data active = inhibition above about 34%, passing the limit was not always enough;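 note: antagonist mode with CXCL16 agonist at 10 nM final; 0% = 10 nM CXCL16 with DMSO and 100% = unstimulated wells without agonist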
Target sequence (O00574 whole entry, looked up): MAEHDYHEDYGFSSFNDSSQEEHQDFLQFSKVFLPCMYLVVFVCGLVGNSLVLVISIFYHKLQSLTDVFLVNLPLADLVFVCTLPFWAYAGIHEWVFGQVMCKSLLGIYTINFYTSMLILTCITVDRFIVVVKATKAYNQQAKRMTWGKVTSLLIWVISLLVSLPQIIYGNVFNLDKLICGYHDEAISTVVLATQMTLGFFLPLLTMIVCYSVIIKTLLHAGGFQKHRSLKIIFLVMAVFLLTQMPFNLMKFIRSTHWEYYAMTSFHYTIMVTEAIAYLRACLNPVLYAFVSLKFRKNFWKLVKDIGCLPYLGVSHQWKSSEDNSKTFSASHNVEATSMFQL
Jurkat NFkB inh – inhibitors of the PMA/ionomycin-induced NF-kB reporter in Jurkat cells; PMA/ionomycin-induced NF-kB luciferase reporter, luminescence; inhibition, % at 4 µM; 330,000 compounds, 0.53% hits; AID 435003; in the data active = inhibition above about 50%
Gli-Sufu antag – Gli-Sufu pathway antagonism; Sufu-KO-LIGHT fibroblasts, Gli luciferase reporter luminescence; inhibition, % at 5 µM; 340,000 compounds, 0.74% hits; AID 588413;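 active = inhibition above about 55%, limit read from the data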;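 note: 0% = DMSO-treated cells and 100% = wells with medium but no cells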
CCR6 antagonist – blocks CCL20-driven beta-arrestin recruitment at human CCR6 | P51684 | CHO-K1 CCR6 PathHunter beta-arrestin, luminescence, CCL20-stimulated | inhibition, % at 20 µM | 340,000 compounds, 0.49% hits;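 active = compounds whose inhibition of the agonist-driven luminescence signal at 20 µM reaches about 50%, limit read from the data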;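 note: cells stimulated with CCL20 at 14 nM final; plate controls were DMSO with CCL20 for no effect and DMSO without agonist for full effect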
EBI2 antag – antagonists of human EBI2 receptor. EBI2 beta-arrestin recruitment, luminescence, 7a,25-OHC stimulated. inhibition, % at 5 µM. P32249. AID 651636. 360,000 compounds, 0.81% hits; in the data active = inhibition above about 38%;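 note: enzyme fragment complementation signal reports receptor beta-arrestin coupling in cells; 0% = agonist plus DMSO wells and 100% = wells without agonist; some results beyond the cut were filed as inactive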
Target sequence (P32249 whole entry, looked up, the tested form may be a part): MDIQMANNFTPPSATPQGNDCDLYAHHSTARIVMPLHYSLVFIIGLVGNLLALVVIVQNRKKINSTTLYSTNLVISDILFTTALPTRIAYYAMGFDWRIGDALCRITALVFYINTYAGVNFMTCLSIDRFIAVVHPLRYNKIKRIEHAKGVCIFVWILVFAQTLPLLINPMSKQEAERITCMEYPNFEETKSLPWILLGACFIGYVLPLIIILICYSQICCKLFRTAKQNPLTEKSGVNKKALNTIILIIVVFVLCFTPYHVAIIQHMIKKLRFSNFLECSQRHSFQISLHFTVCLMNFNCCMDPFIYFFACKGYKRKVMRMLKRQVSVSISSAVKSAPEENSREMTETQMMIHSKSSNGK
697 NFkB inh – inhibitors of the PMA/ionomycin-induced NF-kB reporter in 697 B cells; 697 B-cell NF-kB luciferase reporter, 16 h; inhibition, % at 4 µM; 330,000 compounds, 0.33% hits; in the data active = inhibition above about 35%
* hit, by the source's call; ? = inconclusive; . = not tested or not shown. Compounds were not picked by outcome. Share with any hit: about 3%.

Each structure is followed by: APJ antag	UBC13 inh	CXCR6 inh	Jurkat NFkB inh	Gli-Sufu antag	CCR6 antagonist	EBI2 antag	697 NFkB inh
#1 CC(CCc1ccco1)NC(=O)c1cccc2c1C(=O)N(C1CCCCC1)C2 (stereo unspecified)
  -12	12	16	-2	10	26	1	-3
#2 O=C(CCN1C(=O)c2ccncc2C1=O)Nc1cc(F)ccc1F
  0	2	-5	-16	-14	3	-11	11
#3 CCCN(CCC)CCNC(=O)CS(=O)Cc1nc(-c2ccc(C)cc2)oc1C (stereo unspecified)
  -24	0	6	3	-1	-3	7	-19
#4 CCCCNC(=O)C1CC(c2c(Cl)cccc2Cl)=NO1 (stereo unspecified)
  -11	2	6	6	-6	11	-1	20
#5 Cc1cc(SC(C)C(=O)O)nc2ccccc12 (stereo unspecified)
  -16	?	-4	-15	0	-5	-8	12
#6 COc1ccc(CNC(=O)CN(C(=O)Cn2nnc(-c3ccccc3F)n2)c2ccc(C)cc2)cc1
  7	2	8	6	-7	9	5	15
#7 Cn1c(=O)[nH]c(=O)c2c1nc(CN1CCOCC1)n2Cc1ccccc1
  -17	0	4	-3	-11	14	1	18
#8 COc1ccc(CCNCC(C)c2ccccc2)cc1 (stereo unspecified)
  -15	0	2	4	8	3	5	0
#9 Cn1c(SCC(=O)N2CCCCCC2)nnc1-c1ccco1
  -10	-8	2	1	12	8	-2	5
#10 O=C(Nc1cccc2ccccc12)c1ccc([N+](=O)[O-])cc1
  -10	-3	0	-5	4	8	-2	-1
#11 O=C(Cn1c(NCCCO)nc2ccccc21)c1ccc(Cl)cc1
  14	1	0	-14	12	10	-19	-2
#12 COCCN(CC(=O)Nc1cccc(C)c1C)C(=O)Cn1c(=O)cnc2ccccc21
  3	4	9	-14	5	2	-9	8
#13 Cc1ccc(C(=O)NC2CCCc3c2cnn3-c2ccc(F)cc2F)cn1 (stereo unspecified)
  18	3	1	42	.	.	-10	-7
#14 COc1cccc(CNC(=O)CCC2CCCN(Cc3cc4ccccc4o3)C2)c1 (stereo unspecified)
  10	10	12	11	21	16	11	7
#15 Fc1ccccc1N1CCN(CC2CCCCC2)CC1
  14	9	5	-3	14	-20	4	6
#16 N#Cc1cnn2c3c(cnc12)C(=O)N1CCc2ccccc2C1C3 (stereo unspecified)
  48*	9	12	-14	4	29	9	13
#17 Cc1[nH]c(=S)c(C#N)c(C)c1Cc1ccc(Cl)cc1Cl
  30	13	-1	9	10	10	2	4
#18 CCOC(=O)C1CCCN(C(=O)CCn2nc(-c3ccccc3)ccc2=O)C1 (stereo unspecified)
  16	4	-1	-4	56*	-9	-2	-3
#19 Cc1ccc(Nc2nc(N)nc(CSCCO)n2)cc1
  5	-2	1	-63	-51	-15	-4	-67
#20 CCCOc1ccc(-c2nnc(N)s2)cc1
  1	3	7	-56	-52	-6	-11	-82
#21 CCN(CC)c1c2c(c(C#N)c3nc4ccccc4n13)CCC2
  16	9	10	12	3	10	2	-10
#22 COc1ccc(CN2C(=O)c3ccccc3C2C(=O)NC2CCC(C)CC2)c(OC)c1 (stereo unspecified)
  8	10	-4	0	4	21	6	25
#23 C/C(=N\NC(=O)c1csc2ccccc12)c1ccc(O)cc1
  -5	5	-33	-15	-3	-1	-3	11
#24 CC(C(=O)N(C)C1CCS(=O)(=O)C1)N1C(=O)/C(=C/c2ccco2)SC1=S (stereo unspecified)
  -23	-11	-9	2	-9	-6	-4	-3
#25 O=C(/C=C/c1c(Cl)cccc1Cl)NCc1ccco1
  7	-9	-3	-7	-6	4	-23	-1
#26 COc1ccc(C(=O)COC(=O)c2cc(=O)[nH]c3ccccc23)c(OC)c1
  -3	-2	-2	1	-39	6	-6	-133
#27 Cc1ccc(N=C2C(=O)Nc3ccccc32)c(C)c1
  12	-14	8	-2	-2	26	1	3
#28 Cc1ccc(NC(=O)CN2C(=O)N/C(=C/c3ccc4c(c3)OCCO4)C2=O)cc1
  -8	-13	-1	-80	-26	-9	-11	-9
#29 CC1OC1c1ccc(-c2ccc(C3OC3C)cc2)cc1 (stereo unspecified)
  .	.	-11	.	-17	14	-8	.
#30 CC(=O)CN1Cc2ccccc2/C1=N\C(=O)Nc1ccccc1
  16	-2	-5	-29	-8	-1	-7	-2

Some of these compounds in order of number of heavy atoms, largest number first:
Each structure is followed by: APJ antag	UBC13 inh	CXCR6 inh	Jurkat NFkB inh	Gli-Sufu antag	CCR6 antagonist	EBI2 antag	697 NFkB inh
#6 COc1ccc(CNC(=O)CN(C(=O)Cn2nnc(-c3ccccc3F)n2)c2ccc(C)cc2)cc1
  7	2	8	6	-7	9	5	15
#12 COCCN(CC(=O)Nc1cccc(C)c1C)C(=O)Cn1c(=O)cnc2ccccc21
  3	4	9	-14	5	2	-9	8
#14 COc1cccc(CNC(=O)CCC2CCCN(Cc3cc4ccccc4o3)C2)c1 (stereo unspecified)
  10	10	12	11	21	16	11	7
#3 CCCN(CCC)CCNC(=O)CS(=O)Cc1nc(-c2ccc(C)cc2)oc1C (stereo unspecified)
  -24	0	6	3	-1	-3	7	-19
#18 CCOC(=O)C1CCCN(C(=O)CCn2nc(-c3ccccc3)ccc2=O)C1 (stereo unspecified)
  16	4	-1	-4	56*	-9	-2	-3
#26 COc1ccc(C(=O)COC(=O)c2cc(=O)[nH]c3ccccc23)c(OC)c1
  -3	-2	-2	1	-39	6	-6	-133
#7 Cn1c(=O)[nH]c(=O)c2c1nc(CN1CCOCC1)n2Cc1ccccc1
  -17	0	4	-3	-11	14	1	18
#16 N#Cc1cnn2c3c(cnc12)C(=O)N1CCc2ccccc2C1C3 (stereo unspecified)
  48*	9	12	-14	4	29	9	13
#21 CCN(CC)c1c2c(c(C#N)c3nc4ccccc4n13)CCC2
  16	9	10	12	3	10	2	-10
#23 C/C(=N\NC(=O)c1csc2ccccc12)c1ccc(O)cc1
  -5	5	-33	-15	-3	-1	-3	11
#17 Cc1[nH]c(=S)c(C#N)c(C)c1Cc1ccc(Cl)cc1Cl
  30	13	-1	9	10	10	2	4
#25 O=C(/C=C/c1c(Cl)cccc1Cl)NCc1ccco1
  7	-9	-3	-7	-6	4	-23	-1
#5 Cc1cc(SC(C)C(=O)O)nc2ccccc12 (stereo unspecified)
  -16	?	-4	-15	0	-5	-8	12
#20 CCCOc1ccc(-c2nnc(N)s2)cc1
  1	3	7	-56	-52	-6	-11	-82

(continued)
Each structure is followed by: APJ antag	UBC13 inh	CXCR6 inh	Jurkat NFkB inh	Gli-Sufu antag	CCR6 antagonist	EBI2 antag	697 NFkB inh
#31 COc1ccc(-c2cc([C@H]3[C@@H]4C=CCC[C@@]4(C)C(=O)N3Cc3ccccc3)ccc2F)cc1
  -2	-1	-1	14	-10	16	14	15
#32 CCOC(=O)N1CCC(=NNc2ccnc3cc(Cl)ccc23)CC1
  22	-4	-16	10	27	-6	18	-6
#33 COC(=O)C1CCN(C(=O)COc2ccc(S(=O)(=O)N3CCOCC3)cc2Cl)CC1
  12	2	5	-4	1	6	5	17
#34 O=C(Nc1sc2c(c1C(=O)O)CCCC2)c1ccc(F)cc1
  -5	-5	10	-65	-18	-7	1	-100
#35 COc1ccc(N2C(=O)C3CCCN3C2c2ccccc2Cl)cc1 (stereo unspecified)
  11	2	4	-10	3	2	-2	2
#36 Cc1cccc(NC(=O)CN(C)C(=O)/C=C/c2ccccc2)c1C
  -56	3	2	2	-16	12	13	5
#37 CC(NC(=S)NCc1ccccc1)C12CC3CC(CC(C3)C1)C2 (stereo unspecified)
  2	-6	-3	1	0	4	-1	-10
#38 CCCc1nc2ccccc2c(NC(=O)CN(CC)CC)c1CC
  -7	-1	0	8	0	7	-2	-1
#39 O=C(Nc1cccc(-n2cnnn2)c1)c1cc2ccccc2o1
  -5	-3	6	-8	-16	8	12	-7
#40 CN(C)S(=O)(=O)c1ccc(Cl)c(NC(=O)CN2C(=O)NC(C)(C3CC3)C2=O)c1 (stereo unspecified)
  7	2	-5	15	-2	0	5	5
#41 O=[N+]([O-])c1ccc(COc2cccc(CNc3ccc(Br)cc3)c2)cc1
  -11	-5	-7	2	-11	4	-7	10
#42 CCOc1ccc(NC(=O)C(=O)N/N=C\c2ccc(CNS(=O)(=O)c3ccccc3)o2)cc1
  -15	-14	-10	-14	1	-1	-7	-64
#43 COc1ccccc1NC(=O)CSc1nnc(Cc2cc(=O)[nH]c(=O)[nH]2)n1-c1ccccc1
  -14	19	-2	-6	3	5	2	24
#44 O=C(NCc1ccccc1)C1(c2cccc(F)c2)CCCC1
  9	-9	-1	-6	-3	23	4	8
#45 Cc1nc(C)c(-c2csc(NCc3ccco3)n2)s1
  15	-1	11	-12	-22	25	7	-19
#46 CCn1c(=S)sc2c(=O)n(CC(=O)Nc3ccc(OC)cc3)c(C)nc21
  12	-6	8	-2	27	16	2	6
#47 COC(=O)c1cccc(COC(=O)c2ccc(N(C)C)cc2)c1
  14	5	4	-9	-65	4	-14	-83
#48 CCC(C)NC(=O)c1ccc2c(Cl)c3c(nc2c1)CCC3 (stereo unspecified)
  -14	-12	-6	-86	-14	1	4	-65
#49 Cc1ccc(-n2c(Cn3nc(C(F)F)cc3C(F)F)n[nH]c2=S)cc1
  15	19	-7	3	0	-11	-5	7
#50 O=C(c1ccc(COCC(F)(F)F)o1)N1CCCC1
  7	6	-3	0	-2	8	-7	7
#51 COc1ccc(CCNC(=O)c2nnn(-c3ccccc3OC)c2N)cc1OC
  9	-20	-4	-3	-12	6	-5	1
#52 COc1ccc(-n2c3c(cc(C(=O)NCC(=O)c4ccccc4)c2=O)C(=O)CC(C)(C)C3)cc1
  -2	12	1	13	6	10	-3	-19
#53 CCC(=O)NC(Nc1sc2c(c1C(=O)OC)CCN(C)C2)(C(F)(F)F)C(F)(F)F
  -10	1	-1	10	3	2	-5	20
#54 COc1ccccc1NC(=O)c1ccc(CSc2ncccn2)cc1
  6	0	.	16	.	.	.	13
#55 Cc1cc(N)n2ncc(-c3ccc(F)cc3)c2n1
  17	8	-7	-77	-90	-24	5	-74
#56 Cc1ccc(NC(=O)COC(=O)c2nn(-c3ccc(Cl)cc3)cc2O)cc1
  9	9	-12	-11	48	2	-6	11
#57 CCC1Oc2ccc(C)cc2N(CC(=O)N2CCOCC2)C1=O (stereo unspecified)
  -69	1	0	6	4	6	9	-24
#58 Cc1cnc(NC(=O)c2ccccn2)s1
  10	4	10	-90	-51	24	-7	-116
#59 COc1ccc(Nc2nc(Cl)c(C=O)s2)cc1
  4	-12	3	-19	.	.	12	0
#60 CCOc1cc(CNCc2ccccc2)ccc1OCc1ccc(Cl)cc1
  9	27	-8	24	-2	15	-8	-15
#61 CCOC(=O)c1c(O)c(Cl)c(C)[nH]c1=O
  -2	-2	0	17	-10	8	9	6
#62 Cc1cc(Br)ccc1OCC(=O)NNC(=O)c1ccc(NC(=O)C2CC2)cc1
  3	7	-4	10	-9	1	4	15
#63 O=C(NCC1CCCO1)C1CCCN(Cc2cnn(-c3ccccc3)c2-n2cccc2)C1 (stereo unspecified)
  5	12	-6	-5	4	-1	-13	10
#64 CC(C)N(Cc1ccccc1)C(=S)Nc1ccc(OC(F)F)cc1
  -5	9	-5	-4	7	18	54*	-7
#65 COc1ccc(N2CCN(C(=O)CN3C(=O)NC(C)(C4CC4)C3=O)CC2)cc1 (stereo unspecified)
  -72	-13	5	-6	-4	-5	-9	-8
#66 COc1ccc2nc(SCC(=O)Nc3nonc3C)[nH]c2c1
  -11	1	-2	1	4	-12	-2	8
#67 COC(=O)C1C(O)=C(C(C)=Nc2cccc3ccccc23)C(=O)CC1(C)C (stereo unspecified)
  4	7	6	13	6	12	-2	9
#68 COc1ccc(OC)c(C(=O)c2coc3ccc(OCC(=O)O)cc23)c1
  10	-1	-1	-3	10	0	-5	9
